Screening results from PubChem BioAssay.
PI4K2A block = qHTS for small molecular inhibitors of PI4K2A. Phosphatidylinositol 4-kinase type 2-alpha (Homo sapiens), Q9BTU6. purified PI4K2A, ADP-Glo luminescence, 1 h; stronger effect = lower value. activity change, negative = inhibition, % at 76.9 µM. 420,000 compounds, 0.13% hits. AID 1346378, 2018; in the data active means activity change below about -50%;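 further: -100% = wells without enzyme as full effect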
Target sequence (Q9BTU6 whole entry, looked up): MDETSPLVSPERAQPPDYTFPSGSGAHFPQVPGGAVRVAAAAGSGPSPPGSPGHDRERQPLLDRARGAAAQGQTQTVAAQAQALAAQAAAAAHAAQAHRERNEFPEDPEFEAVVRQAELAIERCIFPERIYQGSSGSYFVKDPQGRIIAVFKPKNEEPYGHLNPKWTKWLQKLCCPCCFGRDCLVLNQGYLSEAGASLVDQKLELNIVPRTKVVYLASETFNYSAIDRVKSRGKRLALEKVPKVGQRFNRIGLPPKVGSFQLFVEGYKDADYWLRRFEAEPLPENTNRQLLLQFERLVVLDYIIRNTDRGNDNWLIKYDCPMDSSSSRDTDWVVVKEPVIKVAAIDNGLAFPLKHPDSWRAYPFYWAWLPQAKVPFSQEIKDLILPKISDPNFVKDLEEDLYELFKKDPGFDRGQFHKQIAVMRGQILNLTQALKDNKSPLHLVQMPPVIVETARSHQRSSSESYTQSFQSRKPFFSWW
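ADP-Glo luminescence measured ADP generated by PI4K2A enzyme (4 ug/mL before mixing) with 1.2 mM PI substrate (pre-mix) and 300 microM ATP (pre-mix). Tris pH7.5 buffer with MgCl2, Triton X-100; 1 h reaction at ambient temperature.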
GLS inhibitor = qHTS for Inhibitors of Glutaminase (GLS); GLS enzymatic activity, qHTS titration; AID 624170, 2012; 410,000 compounds, 0.21% hits; Potency, µM (top dose mostly 45.5 µM), inactives show top-dose activity change, negative = inhibition, actives largely listed as inhibitors; Glutaminase kidney isoform, mitochondrial (Homo sapiens), O94925; active means well fitted inhibition curve with a large enough effect; further: potency means the concentration at half of the fitted maximal effect
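Read-out is an Amplex red fluorescence increase coupled through glutamate oxidase and HRP, measured before and after 30 min room-temperature incubation. hKGA is in 45 mM KH2PO4 (pH 8.2) with 0.02% Tween-20; glutamine added as 1mM solution.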
* = called active by the depositor; i = inactive; [ ] = dose if it differs, or a comment. Unless noted, on the % scale 0 is the no-effect control and ±100 the full control effect. Not all compounds are listed. The share of hits here may be higher or lower than overall.

Molecule,PI4K2A block,GLS inhibitor
CN1OC[C@@H]2CN(C(=S)NCCc3ccccc3)[C@H](c3ccc(N4CCCCC4)cc3)C[C@@H]21,-1.0,6.4%
COc1cc(F)ccc1-c1csc(C(C)(O)c2ccccc2)n1 (centres undefined),1.2,-3.7%
COc1ccc(C(C)=O)cc1CC1(C)C(=O)Nc2ccc(-c3ccccc3OC)cc21 (centres undefined),5.6,-1.2%
Cc1ccccc1Cn1c(C)c(C(=O)NCc2ccc(Cl)c(Cl)c2)sc1=O,-0.1,1.7%
CCOC(=O)C1=CC[C@@H](c2ccccc2)N(S(=O)(=O)c2ccc(C)cc2)[C@H]1/C=C/c1ccccc1,0.1,-2.7%
Cc1cccc(C)c1NC(=O)C1(C)CCC(=O)N1CCOc1ccccc1 (centres undefined),-2.0,-12.6%
CNc1cccc(-c2ccc(C(=O)N3CCOCC3)cc2)n1,-18.0,-11.5%
CC1=C(C(=O)N(C(C)C)C(C)C)CC(CC(=O)NC2CC2)C(=O)N1CCC1=CCCCC1 (centres undefined),-0.4,2.9%
O=S1(=O)CC(N2CCCCC2)CN1Cc1cn(Cc2ccc(F)cc2)nn1 (centres undefined),-1.6,-1.9%
c1ccc(N2CCN(c3nccn4ccnc34)CC2)nc1,-12.6,14.7%
Cc1cccc(CNC(=O)Nc2nnc([C@H]3C[C@H](O)[C@@H](CO)O3)s2)c1,4.7,-2.1%
C=C(C)Cn1c2ccc(NC(=O)NCc3ccc(F)cc3)cc2c(=O)n1C,-8.5,-1.1%
Cc1nc(C(F)(F)F)ccc1C(=O)N1CCC1(C)C(=O)Nc1ccc2c(c1)OCO2 (centres undefined),-1.3,-2.2%
CC(C)C[C@H]1CN([C@@H](Cc2ccccc2)CN2CCC[C@@H]2CN2C(=O)C(=O)NC[C@@H]2Cc2ccccc2)C(=O)C(=O)N1CCc1ccccc1,-3.8,17.7%
CN1CCN(C(=O)c2ccc(NC(=O)c3ccc(Br)o3)cc2)CC1,1.8,-0.3%
COc1ccc(-c2[nH][nH]c(=O)c2NC(=O)c2ccccn2)cc1,-20.5,11.2%
O=S1(=O)N[C@H](Cc2ccccc2)COc2cccc(N3CCSCC3)c21,-4.9,0.9%
CCOC(=O)c1cc(OC)c2cccc(CN3CCCC(C)(C(=O)NCCOC)C3)c2c1 (centres undefined),0.7,1.0%
O=C1NC[C@H](CCCCN2C[C@H](Cc3ccccc3)N(Cc3ccccc3)C(=O)C2=O)N(CCc2ccc(O)cc2)C1=O,1.3,0.9%
CC(C)(C)S(=O)N1Cc2cc(C(=O)Nc3ccc(-c4ccccc4)cc3)nc(-c3cccc(-c4cc5ccccc5o4)c3)c2[C@@H]1CCO (some centres undefined),-2.1,18.4%
FC(F)(F)Oc1ccccc1C(c1nnnn1-c1ccc2c(c1)OCCO2)N1CCN(C/C=C/c2ccccc2)CC1 (centres undefined),-1.8,3.1%
O=C(Nc1cccc2ccccc12)c1ccc2sc([C@H]3C[C@H](O)[C@@H](CO)O3)nc2c1,-1.0,3.8%
Cc1cn([C@H]2C[C@H](O)[C@@H](/C=C/C(=O)NCCC(C)C)O2)c(=O)[nH]c1=O,-0.3,-0.9%
COc1ccc(-c2oc3c(c2C#CC(C)(C)O)C(OC)CCC3)cc1 (centres undefined),6.7,-1.3%
Clc1cccc(CNc2ccn3nc(-c4cccc(Cl)c4)cc3n2)c1,0.1,0.4%
Oc1ccc(C[C@H]2CN([C@@H](Cc3cccc(O)c3)CN3CCC[C@@H]3CN3C(=S)NC[C@@H]3Cc3ccccc3)C(=S)N2CC2CCCCC2)cc1,-1.1,17.5%
CC1(C(=O)Nc2cccc3cccnc23)CCN1C(=O)CC1CC1 (centres undefined),-6.3,7.6%
COc1cccc(C(C)(O)c2nc(-c3cccc(C(C)C)c3)cs2)c1 (centres undefined),-0.3,3.8%
Cn1ccc2c(-c3cccc4ccccc34)cc3c(c21)C1CCC3O1 (centres undefined),-1.7,1.5%
Cc1cccc(C)c1-n1nnnc1-c1nc2ccccc2[nH]c1=O,0.9,-4.5%
Cn1ccc2c(-c3ccc(C(=O)O)cc3)cc3c(c21)C1CCC3C1 (centres undefined),4.1,-14.0%
Cc1cccc(C)c1NC(=O)Nc1nc(C(N)c2ccccc2Cl)cs1 (centres undefined),-0.5,9.7%
CCc1nc2c(OCCn3cccc3)cccn2c1N(C)C(=O)c1ccco1,0.7,-0.1%
CC1ON=C(c2ccc(F)cc2)NC1=O (centres undefined),-1.1,18.6%
CSCCC(c1nnnn1C(C)(C)C)N1CCN(C/C=C/c2ccccc2)CC1 (centres undefined),-1.5,7.7%
Cc1cccc(C)c1-n1nnnc1C(c1ccnc2ccccc12)N1CCN(C(=O)OC(C)(C)C)CC1 (centres undefined),3.8,1.1%
O=c1oc(=S)oc2c1[C@H](c1ccc(Cl)cc1)O[C@H](C1CC1)C2,-5.4,0.2%
OCCOC1CCCc2oc(-c3ccccc3)c(C#CC3(O)CCCCC3)c21 (centres undefined),1.1,6.4%
Cc1ccc(C(O)c2ncc(-c3ccc4ccccc4c3)[nH]2)cc1F (centres undefined),4.5,0.3%
CN(C)c1ccc(-c2cccc3nccn23)cc1,2.6,13.9%
Cc1cc(=O)c2c(O)c3c(O)cc(=O)c4c3c3c(cc(O)c1c23)C(C)(C)C=4O,i,3.1%
CC(=O)Nc1ccc(CNc2nc(NCc3cccs3)nc3ccsc23)cc1,-1.2,0.3%
COc1ccc(S(=O)(=O)N2CCCCC2c2cc(C(=O)N3CCOCC3)no2)cc1 (centres undefined),4.9,-8.9%
CC(C)c1ccc(NC(=O)C2Cc3c(-c4ccc5c(c4)OCO5)ccnc3O2)cc1 (centres undefined),-8.0,6.0%
CCOC(=O)N(C)c1c(CC)nc2c(OCc3ccc(Cl)cc3Cl)cccn12,-1.1,8.0%

2 entries from above, with values under each structure.
Sequence of screens – PI4K2A block, GLS inhibitor
O=c1oc(=S)oc2c1[C@H](c1ccc(Cl)cc1)O[C@H](C1CC1)C2
    -5.4, 0.2%
OCCOC1CCCc2oc(-c3ccccc3)c(C#CC3(O)CCCCC3)c21 (centres undefined)
    1.1, 6.4%

(more compounds)
Molecule,PI4K2A block,GLS inhibitor
CNc1ccc(/C=C\CCCO)cn1,-0.7,0.6%
C/C=C1\NC(=O)[C@H](C)NC(=O)[C@@H](NC(=O)[C@@H](Cc2ccc(O)cc2)NC(=O)[C@@H](NC(=O)/C(C)=C/C)C(C)C)[C@@H](C)OC(=O)[C@H](CCCCc2ccc(O)cc2)NC(=O)[C@@H](CCC(=O)OC)NC1=O,0.7,-6.8%
CCOC(=O)C1=CCN(S(C)(=O)=O)C1c1ccc(C)cc1 (centres undefined),0.6,-2.7%
Cc1nc2ccc(C(=O)Nc3cccc(OCC(=O)N(C)C)c3)cn2c1N(C)CC1CCCCC1,9.3,4.2%
CCOC(=O)C1=CCN(S(=O)(=O)c2ccccc2Cl)C1c1cccc(Cl)c1 (centres undefined),2.0,1.2%
O=C(Nc1c(-c2ccccc2)[nH][nH]c1=O)c1ccc(Br)cc1,-13.7,17.9%
CCCNC(=O)C1(C)CCCN(C(=O)Cc2ccc(OC)c(OC)c2)C1 (centres undefined),3.9,-0.5%
Cc1ccc(NC(=O)C2(C)CCN2C(=O)Cc2ccc(-c3ccccc3)cc2)cc1 (centres undefined),-1.3,1.4%
CN(Cc1cn(Cc2ccc(Cl)cc2)nn1)C1CN(Cc2cn(Cc3ccc(Cl)cc3)nn2)S(=O)(=O)C1 (centres undefined),6.1,-25.2%
CCOC(=O)c1cc2cc(OC)ccc2n1C1CCN(C)CC1,-4.5,3.4%
CC(C)(C)C1CCN2CCCC(c3ccccc3)(C1)C2=O (centres undefined),0.2,0.0%
O=C(Nc1ccccc1Cl)c1cc(C2CCCCN2C(=O)c2cccs2)on1 (centres undefined),2.7,-8.5%
COCCNc1nc(-c2ccc(Cl)cc2C)c2sccc2n1,-4.2,3.4%
Cc1ccc(-c2csc(C(O)(c3ccccc3)C(F)(F)F)n2)cc1C (centres undefined),1.8,0.3%
CC1=C(C(=O)N(C(C)C)C(C)C)CC(CC(=O)NCCN2CCOCC2)C(=O)N1Cc1ccc(F)cc1 (centres undefined),-0.4,-9.9%
CCc1cnc(Nc2nc(C(N)c3ccccc3Cl)cs2)nc1 (centres undefined),-0.7,-22.6%
OC(c1cccc(Cl)c1)c1ncc(-c2ccccc2Cl)[nH]1 (centres undefined),1.9,11.7%
COc1cccc(C(NC(C)=O)c2nc(-c3cnc4ccccc4c3)cs2)c1 (centres undefined),5.0,2.3%
COCCNc1nc2cc(-c3ccc(F)cc3)sc2c(=O)n1C,1.8,3.6%
Cc1ccsc1-c1cc2nc(NCCCN(C)C)n(C)c(=O)c2s1,0.3,5.6%
OCCCNc1ncnc2c1ncn2[C@H]1CN(Cc2cccs2)C[C@@H](CO)O1,1.7,-1.1%
NS(=O)(=O)c1ccc(CCNc2ccn3nc(-c4ccccc4)cc3n2)cc1,1.9,-4.2%
CCCCCCCCN1C(=O)[C@H](CC(=O)NCCCCc2ccccc2)C[C@@]2(C(=O)OCC)CCCC=C12,2.3,0.1%
Brc1ccc2nc(C3CCCCC3)c(Cc3ccccc3)n2c1,-4.8,11.1%
CCOC(=O)C(CC)c1cc2n(c(=O)c1C#N)CCC21OCCO1 (centres undefined),1.1,3.1%
CCOc1ccc(CCN2C(=O)C(=O)N([C@@H](CC(C)C)CN3CCC[C@H]3CN3C(=O)C(=O)NC[C@@H]3CC(C)C)C[C@@H]2Cc2ccc(O)cc2)cc1,2.9,-11.2%
COc1cccc(C(NC(C)=O)c2nc(-c3cccc(C#N)c3)cs2)c1 (centres undefined),2.7,1.3%
COc1ccc(CNC(=O)Nc2nc(C(N)Cc3ccc(C(F)(F)F)cc3)cs2)cc1 (centres undefined),-1.1,5.3%
CN(C)Cc1csc(NC(=O)Nc2ccccc2C(C)(C)C)n1,-2.1,14.4%
O=C(Nc1ccc2c(c1)OCO2)c1cc(C2CCCCN2C(=O)c2ccc3ccccc3c2)on1 (centres undefined),-2.2,3.8%

Individual results from the list:
CN(C)Cc1csc(NC(=O)Nc2ccccc2C(C)(C)C)n1 in GLS inhibitor → 14.4%
OCCCNc1ncnc2c1ncn2[C@H]1CN(Cc2cccs2)C[C@@H](CO)O1 in PI4K2A block → 1.7
CN(Cc1cn(Cc2ccc(Cl)cc2)nn1)C1CN(Cc2cn(Cc3ccc(Cl)cc3)nn2)S(=O)(=O)C1 (centres undefined) in PI4K2A block → 6.1
CNc1ccc(/C=C\CCCO)cn1 in PI4K2A block → -0.7
COc1ccc(CNC(=O)Nc2nc(C(N)Cc3ccc(C(F)(F)F)cc3)cs2)cc1 (centres undefined) in GLS inhibitor → 5.3%

Reprinted at random: 2 entries already listed
Molecule,PI4K2A block,GLS inhibitor
CN(C)Cc1csc(NC(=O)Nc2ccccc2C(C)(C)C)n1,-2.1,14.4%
COc1cccc(C(NC(C)=O)c2nc(-c3cccc(C#N)c3)cs2)c1 (centres undefined),2.7,1.3%

More entries
Molecule,PI4K2A block,GLS inhibitor
O=C(NCc1ccc(F)cc1)c1cc(C2CCCCN2C(=O)c2ccc3c(c2)CCO3)on1 (centres undefined),-6.8,-1.5%
COc1cccc(Nc2nc(C(N)c3ccccc3Cl)cs2)n1 (centres undefined),5.2,-1.7%
COc1ccc2c(c1)C(CC(C)=O)N(c1ccc(-c3cnc(OC)nc3)cc1)C(c1ccsc1)=C2 (centres undefined),0.4,13.0%
CC(=O)NC(C)(c1ccccc1)c1nc(-c2csc3ccccc23)cs1 (centres undefined),0.1,1.7%
COc1cccc(C(NC(C)=O)c2nc(-c3ccc(OC)nc3)cs2)c1 (centres undefined),-0.1,7.8%
CCc1nc2ccc(C(=O)N(C)Cc3ccco3)cn2c1N(CC)Cc1cccc(Br)c1,0.4,6.6%
CCCS(=O)(=O)NC(=O)C1(C)CCN(C(=O)c2cc(C)nn2C(C)(C)C)C1 (centres undefined),-0.1,-3.7%
OC(c1ccc(F)cc1)c1nc(-c2cccc(F)c2)cs1 (centres undefined),2.7,-3.5%
CN(C)CC#Cc1cccc(-c2nc(C(=O)O)cc3c2[C@@H](CCO)N(S(=O)C(C)(C)C)C3)c1 (some centres undefined),0.8,-8.5%
COc1ccccc1-c1csc(C(C)(NC(C)=O)c2ccccc2)n1 (centres undefined),3.7,-10.6%
Cc1ccc(S(=O)(=O)N2C[C@H]3[C@H]4C(=O)N(C)C(=O)[C@H]4CC(=O)[C@H]3[C@@H]2c2ccccc2Cl)cc1,0.9,0.3%
CC(=O)c1cccc(-c2ccnc3c2CC(C(=O)Nc2cccc(N(C)C)c2)O3)c1 (centres undefined),-0.4,43.8%[activator]
CCCNC(=O)C1(C)CCN(C(=O)/C=C/c2ccccc2)C1 (centres undefined),-1.8,-1.8%
Cc1noc(C)c1-c1ccc(C(=O)NCc2ccco2)c2occc12,-2.8,0.4%
NS(=O)(=O)c1ccc(CCNc2nn3c(-c4ccc(F)c(Cl)c4)cnc3s2)cc1,2.1,5.4%
